# NPY2 pot ag – potentiators or agonists of human neuropeptide Y receptor Y2 | P49146 | cells expressing NPY-Y2, potentiator/agonist read-out | activation, % at 3.6 µM | 0.45% of 220,000 active; in the data active means activation above about 27%;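 further: cells stimulated with NPY near EC25 plus isoproterenol at EC100; 0% = vehicle plus submaximal agonist and 100% = vehicle plus saturating agonist; some results beyond the cut were filed as inactive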
# Runt-SMMHC FRET – Runt domain-CBFb-SMMHC interaction inhibition; Cerulean-Runt/Venus-CBFb-SMMHC FRET ratio 530/480, 1 h; AID 1434; inhibition, % at 20 µM; 0.74% of 220,000 active;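 active means mean inhibition across duplicate retests at 20 µM reaching about 50%, limit read from the data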;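 further: 0% = DMSO wells and 100% = wells with excess untagged CBFb-SMMHC; inhibitors lower the FRET ratio by blocking Runt binding to CBFb-SMMHC; some results filed as inactive read as strong as hits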
# Hck Nef HTS – blocks Nef-activated human Hck kinase | 0.68% of 220,000 active | P08631 | Recombinant Hck-YEEI plus Nef, Z-Lyte FRET kinase assay | inhibition, % at 20 µM | AID 463187;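 active means Hck-Nef kinase inhibition above about 50%, limit read from the data; inactive means inhibition below that limit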;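 further: 0% = DMSO with Hck plus Nef and 100% = Hck alone without Nef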
# MDM2 E3 inh – blocks human Mdm2 ubiquitin ligase activity | Q00987 | cell-based MDM2 ubiquitination luciferase reporter, 2 h; 0 = plate control, 100 = twice control, blank-subtracted | signal enhancement, % at 5 µM | 0.11% of 210,000 active;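 active means signal enhancement of 30% or more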;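 further: luminescence tracks abundance of the self-degrading MDM2-luciferase fusion protein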
# Target sequence (Q00987 whole entry, looked up, the tested form may be a part): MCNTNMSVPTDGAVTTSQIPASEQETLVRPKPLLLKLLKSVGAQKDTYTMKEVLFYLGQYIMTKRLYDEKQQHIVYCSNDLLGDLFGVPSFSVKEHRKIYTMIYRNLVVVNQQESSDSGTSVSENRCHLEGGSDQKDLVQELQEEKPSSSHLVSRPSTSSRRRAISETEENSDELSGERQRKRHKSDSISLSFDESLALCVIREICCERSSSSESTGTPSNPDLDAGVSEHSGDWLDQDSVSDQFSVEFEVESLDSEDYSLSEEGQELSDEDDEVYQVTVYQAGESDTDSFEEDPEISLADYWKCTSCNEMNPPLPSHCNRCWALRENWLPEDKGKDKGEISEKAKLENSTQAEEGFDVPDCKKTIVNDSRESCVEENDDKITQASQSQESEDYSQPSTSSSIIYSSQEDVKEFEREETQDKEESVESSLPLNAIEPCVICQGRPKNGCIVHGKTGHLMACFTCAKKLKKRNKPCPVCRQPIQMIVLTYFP
#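 Material: stable MDM2–luciferase fusion reporter cells / Quantity: 2000 cells/well / Dosing: single 5 µM compound dose, 0.2% final DMSO / Buffer or medium: DMEM / Schedule: 4 h cell settling then 2 h compound exposure, 37 °C / Detection: luminescence with SteadyLite reagent, 15 min at room temperature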
# NPY Y1 blocker – blocks the human neuropeptide Y Y1 receptor | P25929 | HEK293-CNG Y1 cells, membrane potential fluorescence; NPY at EC95, then isoproterenol | inhibition, % at 3.6 µM | 1% of 200,000 active;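 active means inhibition above the campaign mean inhibition of all tested compounds plus 3 SD, cut at about 20% in these data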;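 further: 0% = DMSO wells given NPY plus isoproterenol and 100% = isoproterenol alone without NPY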
# Target sequence (P25929 whole entry, looked up): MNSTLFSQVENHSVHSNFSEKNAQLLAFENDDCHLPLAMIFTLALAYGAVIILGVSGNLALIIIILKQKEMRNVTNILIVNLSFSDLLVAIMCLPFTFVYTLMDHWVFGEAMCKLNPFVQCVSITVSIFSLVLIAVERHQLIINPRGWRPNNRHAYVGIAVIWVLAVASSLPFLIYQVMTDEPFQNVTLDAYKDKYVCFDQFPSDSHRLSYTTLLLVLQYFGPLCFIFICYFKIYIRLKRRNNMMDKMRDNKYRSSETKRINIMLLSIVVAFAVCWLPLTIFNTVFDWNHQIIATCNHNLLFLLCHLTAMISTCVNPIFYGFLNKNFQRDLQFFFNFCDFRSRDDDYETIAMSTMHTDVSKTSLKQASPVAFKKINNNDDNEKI
#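 Material: HEK293 cells co-expressing NPY Y1 receptor and cyclic-nucleotide gated channel. Timing: compound incubation 1 h at room temperature, readout 45 min post-stimulation. Signal: fluorescence, membrane potential probe.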
# NPY-Y1 PAM-ag – potentiates or activates human NPY-Y1 receptor; P25929; activation, % at 3.6 µM; NPY-Y1 expressing cells, potentiator/agonist activation; 0.37% of 220,000 active; in the data active means activation above about 33%, passing the limit was not always enough;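 further: cells stimulated with NPY at EC10 then isoproterenol at EC100; 0% = low agonist plus stimulus and 100% = saturating agonist plus stimulus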
# RBBP9 inhibitor – blocks human serine hydrolase RBBP9. O75884. recombinant RBBP9, FP-Rh probe fluorescence polarization. inhibition, % at 7.94 µM. 0.2% of 220,000 active;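 active means inhibition above the campaign mean of all tested compounds plus 3 SD, cut at about 14% in these data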;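 further: plate controls were DMSO wells with RBBP9 for no effect and wells lacking RBBP9 protein for full effect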
# Target sequence (O75884 whole entry, looked up): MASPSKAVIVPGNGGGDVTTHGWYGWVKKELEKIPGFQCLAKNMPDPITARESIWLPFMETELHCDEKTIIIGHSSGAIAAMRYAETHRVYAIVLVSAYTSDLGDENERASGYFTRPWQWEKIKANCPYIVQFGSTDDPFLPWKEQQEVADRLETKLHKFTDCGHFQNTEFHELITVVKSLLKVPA
#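 Assay system: recombinant human RBBP9; Reagent: Serine-hydrolase probe FP-Rh, 375 nM pre-mixing; Doses: 7.94 µM single dose, 0.794% DMSO; Incubation: 30 min then 45 min, 25 °C; Detection: fluorescence polarization (mP), excitation 525 nm, emission 598 nm; Evaluation: percent inhibition from mP, scaled between DMSO and no-protein wells.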
# Runt-CBFb FRET – blocks binding of human RUNX1 Runt domain to CBFb; Cerulean-Runt/Venus-CBFb FRET ratio 530/480, 1 h; 0.46% of 220,000 active; inhibition, % at 20 µM; Q01196+Q13951;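 active means inhibition over about 50% at 20 µM in the single-dose screen, limit read from the data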;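 further: 0% = DMSO wells and 100% = excess unlabeled CBFb competitor control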
#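 Measured by: fluorescence energy transfer, 422 nm excitation, 530/480 nm emission; Assay system: Cerulean-Runt domain; Medium: Tris pH 7.5 buffer with BSA; Measure: loss of energy transfer signal; Controls: 5 µM unlabeled CBFb as full-inhibition high control; Incubation: protein complex preformed 1 h, compound exposure 1 h, room temperature, dark.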
# p97 inhibitor – blocks human p97 ATPase activity; inhibition, % at 8 µM; AID 1481; recombinant p97 ATPase, Kinase-Glo ATP luminescence, 3 h; P55072; 0.42% of 220,000 active; in the data active means inhibition above about 15%;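 further: 0% = DMSO vehicle and 100% = wells lacking enzyme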
# The depositor's hits bear a star; x = not tested or not shown.
NPY Y1 blocker	Runt-CBFb FRET	NPY2 pot ag	MDM2 E3 inh	structure	Hck Nef HTS	Runt-SMMHC FRET	NPY-Y1 PAM-ag	p97 inhibitor	RBBP9 inhibitor
-2	-2	-19	-13	CCn1c(COc2ccccc2)nnc1SCC(=O)Nc1cc(C)ccc1OC	-6	0	8	-2	-11
x	-1	3	0	O=C1NC(=O)/C(=C/c2ccc(OS(=O)(=O)c3ccc(F)cc3F)cc2)N1	-5	-7	15	11	-9
3	0	-2	-13	NC(=O)c1cc2cc(Br)ccc2oc1=NCc1ccccc1	-1	-2	-20	0	-8
-3	-1	9	-4	COc1ccc(NC(=S)NCCc2c(C)[nH]c3ccc(OC)cc23)cc1	13	-5	12	5	-7
3	-3	14	-5	O=C(c1ccccc1F)N1CCN(c2cccc(C(F)(F)F)c2)CC1	2	2	-2	-7	-12
4	1	-2	x	CCOC(=O)c1c(NC(=S)Nc2ccccc2)sc(C)c1C	16	0	-18	4	-2
-5	15	9	0	Cc1cc(C)nc(NS(=O)(=O)c2ccc(N/C=C\C(=O)c3ccc(Cl)cc3)cc2)n1	14	31	12	5	-1
0	-7	5	5	COC(=O)c1c(NC(=O)c2ccccc2N(C)S(=O)(=O)c2ccccc2)sc2c1CCCC2	0	2	6	-4	-6
3	-1	-8	-7	Cc1nc2scc(-c3cccs3)c2c(=O)n1N	-4	-1	6	0	-5
7	-3	-2	-8	CC1=C(C(N)=O)C(c2ccccn2)n2nc(SCc3ccccc3)nc2N1 (centres undefined)	0	0	1	-2	0
6	-1	17	16	COc1cc(/C=N\NC(=O)c2ccc(=O)[nH]n2)cc(OC)c1OC	0	-2	13	4	3
3	2	18	-22	COc1cc(C)c(Br)cc1S(=O)(=O)NCc1ccncc1	-56	3	17	2	1
17	-6	6	-6	CCn1c(C(=O)N2CCCC(C(=O)NCCCc3ccccc3)C2)cc2sccc21 (centres undefined)	0	-7	-23	0	-8
3	-1	6	-6	O=C(NCC1(N2CCOCC2)CCCCC1)c1cccc(S(=O)(=O)N2CCc3ccccc3C2)c1	29	-6	-14	4	0
6	-4	6	-3	CCCC(C1=C(O)CC(C)(C)CC1=O)C1C(=O)CC(C)(C)CC1=O (centres undefined)	10	2	-2	4	0
6	0	7	1	COC(=O)c1cc(Cl)cc(Cl)c1OS(=O)(=O)N(C)C	-4	-6	6	2	6
8	-2	-15	4	CCN(CC)S(=O)(=O)c1ccc(NN=C2CCN(C)CC2)c([N+](=O)[O-])c1	4	2	-9	5	0
2	-1	2	-6	CCOC(=O)C1(C)NC(c2ccccc2F)C2C(=O)N(c3cccc(C(C)=O)c3)C(=O)C21 (centres undefined)	0	7	-12	0	-3
3	0	4	-4	O=C(Nc1ncccc1Cl)c1ccccc1F	1	0	8	8	-5
x	2	-22	-87	O=C(NCC1CCCN(C(=O)CN2CCCCC2)C1)c1ccccc1Cl (centres undefined)	9	3	0	4	-12
2	2	3	2	CCOC(=O)C(=NCCCN(C)C)NNc1ccc(Br)cc1	1	2	-1	1	-5
8	-1	-24	-1	Cc1cc(C)c(C(=O)CSc2nc3ccccc3c(=O)[nH]2)cc1C	19	1	-18	-1	-11
2	-1	-12	-3	CCN(CC)c1ccc(S(=O)(=O)N(CC)CC)cc1NC(=O)c1cccnc1	-1	1	3	2	-8
2	0	5	2	CCCNS(=O)(=O)c1ccc(OCC(=O)N2CCN(c3ccccc3)CC2)cc1	12	2	5	5	2
4	0	-9	10	Cc1ccc(CNC(=O)C2CNc3cc(C)ccc3O2)cc1 (centres undefined)	3	2	-19	-8	-8
5	2	13	14	COc1ccc(-c2csc(NC(=S)NC(=O)c3ccco3)n2)cc1	28	1	1	5	9
5	1	-3	-13	Cc1cc(NCc2ccc3c(c2)OCO3)n2nc(C)nc2n1	-5	-3	-8	-3	-10
x	-2	-4	-5	COc1ccc(NC(=O)COc2ccc3oc(=O)cc(C)c3c2)cc1	23	-3	6	7	11
-3	1	14	-10	CNc1oc(Cc2ccccc2)nc1S(=O)(=O)c1ccccc1	-8	-7	3	4	0
-5	3	-13	-5	CCOc1ccc(N2C(=O)CC(NCCNc3ccc([N+](=O)[O-])cn3)C2=O)cc1 (centres undefined)	9	4	-4	2	2
-4	0	6	10	COc1ccc(S(=O)(=O)N[C@H](C(=O)N2CC[C@@]3(O)CCCC[C@H]3C2)c2ccccc2)cc1	2	2	0	0	-3
1	-18	-4	-4	CCc1c(C)sc(NC(=O)/C=C/c2ccc3c(c2)OCO3)c1C(=O)OC	5	-61	19	4	3
0	22	6	-8	CN(C)c1ccc(N/C(=N\S(=O)(=O)c2cccs2)c2ccccc2)cc1	0	7	1	1	-9
2	0	6	-17	COc1ccc(S(=O)(=O)Nc2ccccc2C(F)(F)F)cc1	7	-1	0	-5	-4
6	0	-3	-1	Cc1ccccc1OCCCC(=O)Nc1ccc(N2CCOCC2)cc1	0	2	-5	-1	-1
-3	-2	-2	-13	COc1ccc(Oc2cc(C(F)(F)F)nc(N(C)C)n2)cc1	-12	3	6	1	-1
0	3	-9	-2	COc1ccc2c(c1)CCC/C2=N\OC(=O)c1ccccc1F	-31	-3	-7	-1	-5
4	-2	-2	0	COc1ccc(CCNC(=O)c2nnn(-c3cccc(C)c3)c2N)cc1OC	-1	2	-6	-8	-4
4	-2	-6	-6	O=C(O)C1CCCCC1C(=O)NCc1ccncc1 (centres undefined)	-4	-4	-1	1	-4
x	3	13	0	O=C(c1c(F)cccc1F)N1CCN=C1SCc1ccccc1	21	3	-13	0	0
x	3	-32	-3	Cc1ccc(NC(=S)Nc2ccc(S(=O)(=O)Nc3ncccn3)cc2)c(C)c1	8	-2	5	-1	-1
2	-2	-1	5	CCCCc1nc(NCc2ccccc2)c(C#N)c2c1CCCC2	3	0	9	0	-3
8	3	-12	-5	CC(=O)NC(CC(=O)Nc1cccc(S(=O)(=O)N2CCCCC2)c1)c1ccccc1 (centres undefined)	15	0	-21	-3	-3
0	2	-2	0	CS(=O)(=O)c1ccc(SCC(=O)NC2CCS(=O)(=O)C2)c([N+](=O)[O-])c1 (centres undefined)	21	-2	-18	0	-4
-5	-1	-13	-5	Cc1csc(SC(C)C(=O)NCC(=O)Nc2ccc(F)c(F)c2F)n1 (centres undefined)	0	1	-5	2	-1

# One compound at a time, as listed above. Screens in order: NPY Y1 blocker, Runt-CBFb FRET, NPY2 pot ag, MDM2 E3 inh, Hck Nef HTS, Runt-SMMHC FRET, NPY-Y1 PAM-ag, p97 inhibitor, RBBP9 inhibitor
# Shown for COc1ccc(NC(=S)NCCc2c(C)[nH]c3ccc(OC)cc23)cc1 : -3, -1, 9, -4, 13, -5, 12, 5, -7
# Shown for Cc1cc(C)nc(NS(=O)(=O)c2ccc(N/C=C\C(=O)c3ccc(Cl)cc3)cc2)n1 : -5, 15, 9, 0, 14, 31, 12, 5, -1
# Shown for CC(=O)NC(CC(=O)Nc1cccc(S(=O)(=O)N2CCCCC2)c1)c1ccccc1 (centres undefined) : 8, 3, -12, -5, 15, 0, -21, -3, -3
# Shown for Cc1ccccc1OCCCC(=O)Nc1ccc(N2CCOCC2)cc1 : 6, 0, -3, -1, 0, 2, -5, -1, -1
# Shown for COc1ccc(-c2csc(NC(=S)NC(=O)c3ccco3)n2)cc1 : 5, 2, 13, 14, 28, 1, 1, 5, 9

# The results go on.
NPY Y1 blocker	Runt-CBFb FRET	NPY2 pot ag	MDM2 E3 inh	structure	Hck Nef HTS	Runt-SMMHC FRET	NPY-Y1 PAM-ag	p97 inhibitor	RBBP9 inhibitor
2	2	-4	-14	O=C(CCNC(=O)OCc1ccccc1)NC1CCCCC1	0	5	-6	-3	-5
5	2	-10	-20	CCCN1CCN(CCCNC(=S)Nc2ccc(F)cc2)CC1	22	-3	3	1	0
3	2	3	-4	CC(=O)NC1(C(F)(F)F)N=C2SCCN2C1=O (centres undefined)	0	-1	4	1	-5
x	1	8	-8	O=C(O)C1(c2ccccc2)CCN(S(=O)(=O)c2ccc(Cl)s2)CC1	5	-8	-7	8	1
2	1	-9	-14	CC(=O)NC(CCS(C)(=O)=O)C(=O)Nc1ccc2c(c1)OCO2 (centres undefined)	-5	2	-10	3	2
6	6	16	-6	CCN(CC)c1ccc(NC(=O)c2cccc(OC)c2)c(C)c1	1	4	-3	-3	5
-3	1	-7	-3	CS(=O)(=O)N1CCN(c2ccc([N+](=O)[O-])c(NCc3cccnc3)c2)CC1	6	-6	-9	-2	-5
2	0	-2	-15	Cc1ccc(C)c2c1cc(C)c1nnc(SCC(=O)c3cccs3)n12	3	2	-5	-3	-10
1	4	6	-6	CC(=O)c1ccc(NC(=S)NCc2cccnc2)cc1	-6	1	5	-1	-3
2	-8	-19	-14	Cn1c(=O)[nH]c(=O)c2c1nc(CN1CCN(c3ccc(F)cc3)CC1)n2CCCc1ccccc1	0	-2	-25	-2	-3
3	-1	4	-20	COc1ccc(NC(=O)Cn2cnc3ccccc3c2=O)cc1OC	19	3	17	2	-4
6	-1	-10	-19	Cc1ccc(-n2nnnc2SCCNS(=O)(=O)c2ccccc2)cc1C	2	3	-12	-2	-1
8	-2	6	-3	Cc1ccc2c(c1Br)/C(=N/N1C(=O)c3ccccc3C1=O)C(=O)N2	1	-2	7	-4	-14
9	1	-7	-2	O=C(CCSc1ccccc1)OCn1nnc2ccccc2c1=O	21	-1	-16	0	0
5	1	-4	-14	Cc1ccccc1NC(=O)C(C)O/N=C/c1cccc([N+](=O)[O-])c1 (centres undefined)	2	1	4	-2	-3
1	2	-15	17	CC1CC(C)CN(C(=O)c2ccc(C#N)cc2)C1 (centres undefined)	14	0	-30	-3	1
-2	6	0	-8	Oc1ccc(-c2csc(NCc3ccco3)n2)cc1	0	6	-4	-2	1
-1	-1	-1	-5	COc1ccc(-n2nc(C(=O)O)nc2-c2ccccc2)cc1	7	1	-11	1	-6
7	25	-4	-8	COc1ccc(OC)c(Nc2nc(=O)c3cccnc3s2)c1	-27	29	2	-4	5
-6	-2	0	-21	C=CCNc1nc(NCCN2CCOCC2)nc(OC)n1	4	-4	-39	4	-2
-5	-5	14	-16	Cc1ccc(C2C3CSCC=C3C(C#N)=C(N)C2(C#N)C#N)cc1 (centres undefined)	-6	-23	5	4	-3
0	-3	0	-1	O=C(NC(=Nc1nc2ccccc2o1)NC(=O)c1ccccc1)c1ccccc1	-14	-8	-3	4	-5
11	1	-1	-16	O=C(CSc1nc(-c2ccccc2)cs1)Nc1cccc([N+](=O)[O-])c1	-4	2	-28	-1	-18
2	1	-6	-10	CCOC(=O)C(C)n1cnc2c(nnn2-c2ccc(C)cc2)c1=O (centres undefined)	-1	3	9	9	-1
